TDP43 rescue: qHTS of TDP-43 Inhibitors | TDP-43 expressing yeast growth rescue, BacTiter-Glo, 24 h | Potency, µM (top dose mostly 46.1 µM), for inactives: at the top dose growth rescue (activation), usual class: activators | AID 652104, 2013 | hit rate 1.8% among 410,000; further: % of control where 0% means no effect; nearly all actives have a fitted effect of over 50% in size
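Galactose-induced TDP-43 yeast, OD600=0.02, compound pinned; 24 hr, 30 deg C; BacTiter-Glo luminescence for growth. Inhibitors of TDP-43 toxicity read as activators.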
KB-3-1 cytotox: qHTS assay for MDR1-selective chemotherapeutics: Primary screen using the parental adenocarcinoma cell KB-3-1 | AID 1347075, 2019 | Potency, µM (titrated, usually from 46.1 µM), inactives show top-dose activity change, negative = cytotoxic, hits mostly cytotoxic | KB-3-1 viability, CellTiter-Glo ATP luminescence, 72 h | hit rate 1.4% among 400,000; further: on the % scale 0 is the no-effect control and ±100 the full control effect; nearly all actives have a fitted effect of over 60% in size
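Luminescent ATP read-out (CellTiter-Glo) measures survival of drug-naive KB-3-1 cells after 72 h compound exposure at 37 °C. Titration series was screened from lowest to highest concentration, with DMSO vehicle plates as background controls.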
HT1080 IDH1KD tx: qHTS for induction of synthetic lethality in tumor cells producing 2HG: qHTS for the HT-1080-IDH1KD cell line; HT-1080 IDH1 knockdown viability, ATP luminescence, 48 h; Potency, µM (series often up to 46.1 µM), for inactives: top-dose activity, negative = toxicity, usual class: cytotoxic; hit rate 2% among 360,000; AID 686971, 2013;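 further: 0% = DMSO wells and -100% = cell-free medium wells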
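Assay cells: HT-1080 with IDH1 knockdown, 750 per well, RPMI/5% FBS. Exposure: 48 h at 37 °C following 2 h pre-incubation. Read: CellTiter-Glo luminescence; fitted concentration-response, curve class assigned.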
GLP1R cytotox: qHTS of GLP-1 Receptor Inverse Agonists: Cytotox Screen. HEK293 cAMP-luciferase reporter cells, luminescence, 24 h. Potency, µM (top dose mostly 38.3 µM), for the others: at the top dose activity change, negative = inhibition, usual class: inhibitors. hit rate 0.13% among 410,000. AID 624418, 2012;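 further: loss of luciferase light is scored as toxicity; on the % scale 0 is the no-effect control and ±100 the full control effect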
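To flag toxic compounds, the library was rerun on cells for 24 hr at 37 deg C and 5% CO2. Viability-linked luminescence was captured 12 min after adding luciferase detection reagent.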
KB-V1 MDR tox: qHTS assay for MDR1-selective chemotherapeutics: Primary screen using the drug-selected MDR subline cells KB-V1. KB-V1 MDR cells viability, CellTiter-Glo, 72 h. Potency, µM (series often up to 46.1 µM), for inactives: at the highest dose activity change, negative = cytotoxicity, usual class: cytotoxic. hit rate 3.4% among 400,000; further: on the % scale 0 is the no-effect control and ±100 the full control effect; nearly all actives have a fitted effect of over 60% in size
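Drug-selected KB-V1 cells, grown in DMEM lacking phenol red with 10% FBS, receive compound titrations; after three days at 37 degrees C, surviving cell ATP is quantified by CellTiter-Glo luminescence and responses normalized and curve-fitted.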
GLP1R ag: qHTS of GLP-1 Receptor Agonists | Glucagon-like peptide 1 receptor (Homo sapiens), P43220 | HEK293 GLP-1R CRE-luciferase, luminescence, 4-6 h; cells express a hypersensitive GLP-1R form | Potency, µM (titrated, usually from 45.6 µM), inactives show at the top dose activation, actives largely listed as activators | hit rate 0.007% among 380,000; further: % of control where 0% means no effect
Target sequence (P43220 whole entry, looked up): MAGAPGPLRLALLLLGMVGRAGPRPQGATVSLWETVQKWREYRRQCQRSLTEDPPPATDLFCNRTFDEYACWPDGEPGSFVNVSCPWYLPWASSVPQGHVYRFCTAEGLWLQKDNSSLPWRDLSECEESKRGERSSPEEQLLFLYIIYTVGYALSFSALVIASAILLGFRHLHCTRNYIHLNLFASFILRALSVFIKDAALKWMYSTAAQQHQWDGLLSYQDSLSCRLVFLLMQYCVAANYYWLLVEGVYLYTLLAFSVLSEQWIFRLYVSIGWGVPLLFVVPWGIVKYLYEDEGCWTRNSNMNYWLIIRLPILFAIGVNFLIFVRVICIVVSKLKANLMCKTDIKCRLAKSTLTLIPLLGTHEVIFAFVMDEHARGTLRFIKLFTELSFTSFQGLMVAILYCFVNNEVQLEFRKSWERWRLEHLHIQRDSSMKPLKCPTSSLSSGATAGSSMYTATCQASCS
GLP-1R inv ag: qHTS of GLP-1 Receptor Inverse Agonists (Inhibition Mode); Potency, µM (doses to about 38.3 µM), for inactives: top-dose activity change, negative = inhibition, hits mostly inhibitors; Glucagon-like peptide 1 receptor (Homo sapiens), P43220; hit rate 1.6% among 410,000; HEK293 GLP-1R CRE-luciferase, luminescence, 24 h; GLP-1R form is constitutively active; AID 624417, 2012; further: on the % scale 0 is the no-effect control and ±100 the full control effect; nearly all actives have a fitted effect of over 55% in size
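GLP-1R inverse agonism mode: basal reporter luminescence in engineered HEK293 cells measured after one day of compound exposure at 37 deg C, with a 12 min room-temperature detection step.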
SW480 rerep: A quantitative high throughput screen for small molecules that induce DNA re-replication in SW480 colon adenocarcinoma cells | SW480 DNA re-replication, Hoechst DNA content imaging, 48 h | Potency, µM (titrated, usually from 46.1 µM), without a hit: at the highest dose re-replication activation, actives largely listed as activators | hit rate 1.8% among 340,000; further: % of control where 0% means no effect; nearly all actives have a fitted effect of over 55% in size
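Cells (250 per well) received 23 nL compound or DMSO by pin tool and were kept 48 hr at 37 C, 5% CO2. Nuclei were then stained with Hoechst for 40 min and scanned for DNA content.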
HT1080-NT tox: qHTS for induction of synthetic lethality in tumor cells producing 2HG: qHTS for the HT-1080-NT fibrosarcoma cell line | HT-1080-NT fibrosarcoma viability, CellTiter-Glo ATP luminescence, 48 h | Potency, µM (titrated, usually from 46.1 µM), for the others: at the highest dose activity, negative = less viability, actives largely listed as cytotoxic | hit rate 1.6% among 360,000 | AID 686970, 2013;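 further: NT is the 2HG producing partner of a matched IDH1 knockdown line; 0% = DMSO-treated cells and -100% = media-only wells without cells; nearly all actives have a fitted effect of over 55% in size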
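Viability of the 2HG-overproducing fibrosarcoma line after 48 hours of compound exposure at 37 degrees C was determined by luminescence with CellTiter-Glo, and concentration-effect curves were then fitted and categorized.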
The depositor's hits bear a star; u = inconclusive; x = not tested or not shown; [ ] = another dose, or the depositor's remark. The call rests on the fitted dose curve; in most records, active means well fitted curve in the direction sought with a large enough effect; inconclusive means small, poorly fitted or top-dose-only effect, or another doubt; inactive means no such curve, though single readings can be large; an effect the other way counts as inactive or inconclusive. Potency means the concentration at half of the fitted maximal effect.

SMILES	TDP43 rescue	KB-3-1 cytotox	HT1080 IDH1KD tx	GLP1R cytotox	KB-V1 MDR tox	GLP1R ag	GLP-1R inv ag	SW480 rerep	HT1080-NT tox
CCCNC(=O)C1CC(c2ccccc2C(F)(F)F)=NO1 (stereo not given)	15%	17%	2%	-1%	0%	7%	27%	1%	12%
C=CCNCCOc1cccc(Br)c1	-12%	-3%	-9%	-3%	-15%	7%	-21%	0%	-5%
CC(=O)c1ccc(Nc2nc(C(N)Cc3ccc(C(F)(F)F)cc3)cs2)cc1 (stereo not given)	11%	u	u	-16%	12µM*	-2%	u	x	u
CC(C)n1c(-c2cccnc2)nc2cnccc21	4%	18%	2%	-2%	5%	-9%	-20%	-4%	1%
CCCCc1nc2cc(C(=O)N3CCCC(COC)C3)ccc2o1 (stereo not given)	u	x	5%	-21%	x	4%	-6%	-2%	8%
O=C(NNC(=O)c1cccc(-n2cccc2)c1)c1ccc(F)cc1	u	11%	5%	0%	4%	-14%	-3%	-7%	7%
C/C(=N\Nc1ccc(C(=O)O)cc1)c1ccc2c(c1)Nc1ccccc1S2	u	-4%	u	45%[activator]	16%	0%	u	8.2µM*	-19%
CC(NC(=O)c1ccccc1)C(=O)NC1CCCc2ccccc21 (stereo not given)	u	1%	13%	-15%	-28%	-25%	u	0%	-1%
Cc1ccc(NS(=O)(=O)c2ccc(C)c(NC(=S)NCCN3CCOCC3)c2)c(C)c1	7%	1%	-6%	-37%	-22%	14%	-39%	u	0%
O=C(Nc1ccc2c(c1)CCC2)c1cccc(S(=O)(=O)Nc2ccccc2Cl)c1	u	u	-22%	3%	21µM*	-19%	u	x	-16%
Cc1ccc(C(=O)N/N=C\c2ccc(-c3ccc([N+](=O)[O-])cc3)o2)cn1	1%	-1%	0%	2%	-7%	12%	-1%	-5%	-5%
CCCCC(O)CN1CCC(c2ccccc2)CC1 (stereo not given)	2%	5%	0%	15%	-6%	3%	-10%	-9%	2%
N#Cc1c(-c2ccc(Cl)cc2)c2c([nH]c1=S)CCCC2	14%	1%	-1%	6%	1%	3%	-3%	5%	-3%
Cc1ccc2c(c1)c1nc3ccccc3nc1n2CCN1CCOCC1	-7%	-22%	-15%	26%	21µM*	13%	46%[activator]	u	-13%
Cc1ccc2nc(SC(C)C(=O)Nc3cccc([N+](=O)[O-])c3)[nH]c2c1 (stereo not given)	30%	u	-8%	u	4.1µM*	0%	0%	-6%	-6%
CCCC(=O)O[C@H]1C[C@@H](C)N(C(=O)c2ccccc2)c2ccc(C)cc21	u	-10%	-6%	59%[activator]	-5%	-18%	u	7%	-4%
O=C(CSc1nnc(-c2ccncc2)o1)Nc1cccc(F)c1	-14%	8%	8%	1%	19%	8%	54%[activator]	-22%	9%
O=C(Nc1nccs1)c1ccc(COc2ccc(Cl)cc2)o1	-5%	7%	13%	7%	u	-21%	12%	-3%	13%[9.24 µM]
Cc1cc(=O)n2nc(N3CCCC(C(=O)NC4CCCCC4C)C3)sc2n1 (stereo not given)	6%	4%	3%	3%	0%	-2%	5%	-7%	-1%
CCOc1ccccc1NC(=O)C1CCCN(S(=O)(=O)c2cccs2)C1 (stereo not given)	u	2%	x	-1%	0%	3%	-20%	x	x
O=C(Cc1ccc(NC(=O)C2CCCN(C(=O)C3CCC3)C2)cc1)Nc1cccc(C(=O)N2CCCCC2)c1 (stereo not given)	u	5%	1%	0%	u	10%	14%	u	5%
Cc1ccc(OC(=O)c2ccc(Cl)c([N+](=O)[O-])c2)cn1	3%	-7%	3%	-1%	0%	-4%	8%	-8%	5%
CCN(CC)S(=O)(=O)c1ccc(N2CCOCC2)c(NC(=O)c2ccccc2F)c1	2%[9.22 µM]	-9%	-7%	13%	0%	5%	4%	10%	-9%
CCOc1cccc(C2c3c(oc4ccccc4c3=O)C(=O)N2c2nc(C)c(C(=O)OC)s2)c1 (stereo not given)	0%	u	x	13%	0%	x	1%	x	x
COc1ccc(CCN2CCCC(CN(C)C(=O)c3ccoc3)C2)cc1 (stereo not given)	11%	-5%	-5%	-8%	0%	-2%	9%	-5%	-2%

The list goes on (6 carried over from the part before).
SMILES	TDP43 rescue	KB-3-1 cytotox	HT1080 IDH1KD tx	GLP1R cytotox	KB-V1 MDR tox	GLP1R ag	GLP-1R inv ag	SW480 rerep	HT1080-NT tox
CCOc1ccccc1NC(=O)C1CCCN(S(=O)(=O)c2cccs2)C1 (stereo not given)	u	2%	x	-1%	0%	3%	-20%	x	x
O=C(Cc1ccc(NC(=O)C2CCCN(C(=O)C3CCC3)C2)cc1)Nc1cccc(C(=O)N2CCCCC2)c1 (stereo not given)	u	5%	1%	0%	u	10%	14%	u	5%
Cc1ccc(OC(=O)c2ccc(Cl)c([N+](=O)[O-])c2)cn1	3%	-7%	3%	-1%	0%	-4%	8%	-8%	5%
CCN(CC)S(=O)(=O)c1ccc(N2CCOCC2)c(NC(=O)c2ccccc2F)c1	2%[9.22 µM]	-9%	-7%	13%	0%	5%	4%	10%	-9%
CCOc1cccc(C2c3c(oc4ccccc4c3=O)C(=O)N2c2nc(C)c(C(=O)OC)s2)c1 (stereo not given)	0%	u	x	13%	0%	x	1%	x	x
COc1ccc(CCN2CCCC(CN(C)C(=O)c3ccoc3)C2)cc1 (stereo not given)	11%	-5%	-5%	-8%	0%	-2%	9%	-5%	-2%
CC1CCCC(C)N1C(=O)c1cccc2c1-c1ccccc1/C2=N/O (stereo not given)	u	3%	-7%	-9%	0%	-30%	u	1%	-7%
Cc1ccc(C(=O)n2nc(C#N)c(C#N)c2N)cc1	24%	4%	6%	10%	4%	-14%	0%	3%	15%
Cc1nonc1NC(=O)c1oc2ccc(F)cc2c1C	19%	3%	8%	-10%	u	2%	22%	0%	5%
Brc1cnc2ccccc2c1N1CCCCC1	10%	0%	3%	-20%	9%	-3%	-29%	-21%	4%
COc1ccc2c(c1)cc(C(=O)N/N=C/c1c(O)c(C(=O)O)cc3ccccc13)n2C	-2%	-19%	-13%	196%[activator]	-10%	-3%	19%	-3%	-9%
Cc1ccc(-n2nnc(-c3nsc(NC(=O)c4cccc(Cl)c4)n3)c2C)cc1C	25%	-3%	x	1%	-11%	x	u	x	x
CC(C)CCNC(=O)CSc1nc2ccccc2nc1Cc1ccccc1	11%	-3%	x	3%	10%	x	u	x	x
CC(OC(=O)c1cc(S(=O)(=O)N2CCOCC2)ccc1F)C(=O)NC1CCCCC1C (stereo not given)	6%	27%	6%	-17%	-20%	8%	0%	-2%	5%
CC(C)NC(=O)N(C)C[C@@H]1Oc2ncc(-c3cccc(C#N)c3)cc2C(=O)N([C@H](C)CO)C[C@@H]1C	0%	22%	4%	-25%	15%	-8%	3%	x	7%
COc1ccc(NC(=O)NC(c2ccccc2)c2ccccc2)c(OC)c1	-6%	0%	14%	0%	u	-7%	9%	-9%	18%
Cc1ccc2nsnc2c1NC(=O)COc1ccccc1F	24%	13%	7%	0%	u	7%	15%	-6%	17%
COc1ccc(-c2nc3c(Cl)cc(C(F)(F)F)cn3c2Cc2ccsc2)cc1OC	u	3%	2%	3%	9%	15%	-2%	x	9%
COc1ccc(NC(=O)C(CC(=O)O)Cc2ccc(Br)cc2)cc1 (stereo not given)	-25%	-1%	12%	-1%	u	3%	10%	6%	21%
COc1c(Cl)cc(Cl)cc1C(=O)Nc1ccccc1N1CCN(C(C)=O)CC1	12%	3%	18%	3%	-2%	-1%	0%	-5%	12%
Cc1ccc(Nc2nnc(SCC(=O)Nc3ncc(C(F)(F)F)cc3Cl)s2)cc1	0%	-2%	-3%	-8%	-24%	4%	5%	u	1%
Cc1cc(-c2nnc(SCC(=O)Nc3ccccc3C(F)(F)F)n2N)n[nH]1	-15%	16%	14%	-1%	54%	0%	2%	23%	4%
COc1ccc(CNC(=O)CN(C(=O)c2csnn2)c2ccc(F)cc2)cc1	-12%	1%	6%	-4%	-3%	5%	3%	-11%	7%
CC(Oc1ccc2c3c(c(=O)oc2c1)CCC3)C(=O)NC1CCN(Cc2ccccc2)CC1 (stereo not given)	-21%	-5%	-4%	-24%	10%	11%	u	0%	-18%
NC(=O)COC(=O)CSc1ccc2ccccc2c1	x	5%	7%	-2%	15%	1%	4%	11%[1.84 µM]	14%
N#CC(C#N)=CNc1cccnc1	8%	4%	7%	1%	u	1%	1%	-26%	1%
O=C(Nc1nnc(C2=COCCO2)o1)c1ccc([N+](=O)[O-])s1	u	u	3%	-6%	22%	-2%	9%	u	-3%
COc1ccc(N=Cc2sc3ccccc3c2Cl)cc1	-5%	4%	-8%	2%	-8%	20%	0%	u	-18%
CCc1ccc(C2C(C#N)=C(N)Oc3cc(N)ccc32)cc1 (stereo not given)	-13%[1.82 µM]	0%	-16%	107%[activator]	0%	22%	3%	u	-24%
O=C(Cc1ccc(Cl)cc1)NN1C(=O)c2ccccc2C1=O	15%	9%	11%	-4%	-2%	-3%	7%	-3%	15%
COc1ccc(NC(=O)CC2Nc3ccccc3NC2=O)c([N+](=O)[O-])c1 (stereo not given)	19%	-2%	1%	5%	1%	6%	7%	0%	4%
CC(=O)CSc1nc(-c2cccs2)c(C#N)c(=O)[nH]1	7%	-4%	-6%	0%	u	3%	-8%	-1%	0%
Cc1ccc(S(=O)(=O)Nc2ccc(Br)cc2C(NCC(=O)O)c2ccccc2)cc1 (stereo not given)	9%	-22%	-12%	7%	u	-3%	u	22%	-4%
